Bioassay records deposited in PubChem BioAssay by University of Kansas High Throughput Screening Laboratory.
Pf apPOL inh: Pf-apPOL DNA polymerase inhibition. Recombinant Pf-apPOL, molecular beacon fluorescence, 1.5 h. inhibition, % at 10 µM. 210,000 tested, 0.25% active. AID 1794808
mHTT-CaM PPI inh: disrupts binding of mutant huntingtin to calmodulin | P42858 | AlphaScreen His-mHTT/GST-CaM binding, luminescence | inhibition, % at 15 µM | 190,000 tested, 3.6% active;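 further: 0% = both proteins with DMSO and 100% = one protein alone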
Numbers without * were called inactive; nt = no result given; & = joins results of further samples. No stated cut-off is given here; in the data, active means inhibition above about 50%; inactive means the rest.

Values run as follows: mHTT-CaM PPI inh	Pf apPOL inh
1) O=[N+]([O-])c1ccccc1S(=O)(=O)NCCC1=CCCCC1
→ 5	0
2) Cc1ccc(C(=O)N2CCc3sc(C(=O)N4CCN(c5ccccc5)CC4)cc3C2)cc1
→ 38	0
3) N#CC1=C(N)Oc2n[nH]c(-c3ccc4c(c3)OCO4)c2C1c1ccccc1C(F)(F)F (stereo not drawn)
→ 37	-5
4) COc1cc(C=C2Oc3c4c(cc(C)c3C2=O)OCN(C2CC2)C4)cc(OC)c1OC
→ -2	-6
5) CCN(CC(O)COc1ccc2c(c1)CCC2)C1CCCCC1 (stereo not drawn)
→ 2	-6
6) Fc1cc(F)cc(-c2nnc(Cc3nc(-c4ccccc4F)no3)o2)c1
→ -12	-7
7) CN(C(=O)CSc1nnn(C)n1)c1ccccc1
→ -6	5
8) COc1ccc(NC(=O)c2noc3c2CCCC3)cc1Cl
→ -9	-5
9) Clc1cccc(CN2CCc3nc(N4CCN(c5ccccc5)CC4)ncc3C2)c1
→ 25	2
10) CCCCCCCn1c(SCC(C)C)nc2c1c(=O)[nH]c(=O)n2C
→ -3	nt
11) Cc1ccc(C(=O)N2CCc3cn(C)c4cccc(c34)C2)cc1C
→ 79*	-3
12) O=S(=O)(Nc1ncccn1)c1ccc(Cl)cc1
→ -2	nt
13) COCCNC(=O)c1ccc(SC)cc1OC
→ -2	5
14) CC(=O)C1=C(O)C(=O)N(CCO)C1c1ccc(O)cc1 (stereo not drawn)
→ -6	4
15) Cc1ccc(C(=O)Nc2cccc(C(=O)O)c2)o1
→ -2	-4
16) COc1ccc(NC(=O)C2CC(=O)N(CCc3c[nH]c4ccc(C)cc34)C2)cc1 (stereo not drawn)
→ 36	-2
17) CC(C)(C)c1ccc(C(=O)Nc2cccc(C(=O)O)c2)o1
→ -3	-4
18) Cc1nc(-c2cnccn2)nc2c1CCC(=O)N2CCC1=CCCCC1
→ 40	1
19) CC(=O)c1ccc(NC(=O)CN2CCC(c3nc(-c4ccc(C)cc4)no3)CC2)cc1
→ -7	-3
20) NS(=O)(=O)c1cccc(NC(=O)c2cccnc2Oc2ccccc2)c1
→ nt	-6&-4
21) O=C(CSc1ncccc1C(=O)NCc1cccnc1)Nc1ccc(Br)cc1
→ 11	2
22) Cc1nc(CCNC(=O)C2CCN(S(=O)(=O)c3ccc(F)c(F)c3)CC2)cs1
→ -4	-4
23) CC(=O)c1ccc(NC(=O)C2CCCN(c3ncnc4c3nc3n4CCCCC3)C2)cc1 (stereo not drawn)
→ -2	0
24) O=c1c2c(F)cccc2nc2sc3ccc(Cl)cc3n12
→ nt	2&-6
25) CCOC(=O)C(=O)Nc1cc(Cl)ccc1C#N
→ -10	-7
26) Cc1cccc(C2C(C(=O)NCc3cccnc3)c3ccccc3C(=O)N2C2CC2)c1 (stereo not drawn)
→ -4	-3
27) O=C(c1cn2c(n1)COCC2)N(Cc1ccccc1)Cc1ccco1
→ 29	-4
28) Cc1ccccc1C(=O)N1CCC(O)(c2ccccc2)C(N(C)C)C1 (stereo not drawn)
→ 0	1
29) CCOc1cc2c(cc1OCC)C1C(C(=O)Nc3cc(C)ccn3)c3ccccc3C(=O)N1CC2 (stereo not drawn)
→ 51*	-3
30) COc1ccc(CNCc2cc(F)ccc2F)cc1OC
→ -8	3
31) COc1ccc(C(=O)Nc2cc(OC)c(NC(=O)c3ccccc3)cc2OC)cc1
→ 0	1
32) CC(C)N1CC(C(=O)Nc2ccc(F)c([N+](=O)[O-])c2)CC1=O (stereo not drawn)
→ 4	1
33) COc1cc(NC(C)=O)c(OC)cc1Cl
→ -1	-6
34) COc1ccc(C)cc1NC(=O)C1CCCN(c2nccc3sccc23)C1 (stereo not drawn)
→ 3	-6
35) Nc1c(C(=O)Nc2nnc(-c3ccccc3)s2)sc2nc3c(cc12)CCC3
→ 33	-4
36) Cc1ccc(NC(=O)N2CCc3cn(C)c4cccc(c34)C2)c(C)c1
→ 15	-5
37) O=C(c1csc(-c2cnccn2)n1)N1CCN(c2cccc(C(F)(F)F)c2)CC1
→ 30	39
38) O=C(CN1CCN(c2ccc(F)cc2)CC1)Nc1ccc(Cl)c(Cl)c1
→ 58*	4
39) COc1ccc(C(=O)Nc2nnc(C(C)(C)C)s2)cc1
→ 8	2
40) COc1cc(Br)cc2cc(C(=O)Oc3cccc4cccnc34)c(=O)oc12
→ 39	-9
41) Cc1c(Br)c([N+](=O)[O-])nn1CC(=O)NCc1cccnc1
→ -3	6
42) CC1(C(=O)NC2CCCCC2)CCC(=O)N1Cc1cccs1 (stereo not drawn)
→ -5	0
43) Cc1ccc(CNC(=O)N2CCn3cccc3C2C(C)C)cc1 (stereo not drawn)
→ -1	-4
44) COc1ccc([N+](=O)[O-])cc1C1=N/C(=C/c2ccccc2Cl)C(=O)O1
→ -2	-4
45) Cc1ccccc1C(=O)NC(NC1CCS(=O)(=O)C1)C(Cl)(Cl)Cl (stereo not drawn)
→ 3	0
46) O=C(CCc1ccccc1)N1CCCC1c1ccccc1Cl (stereo not drawn)
→ -6	-5
47) CC(O)c1cc2c(cc1[N+](=O)[O-])OCCO2 (stereo not drawn)
→ 0	-18
48) Cc1cccc(Nc2ncnc3nc[nH]c23)c1C
→ -12	-2
49) CCC1(C)CC(C(CC#N)c2ccc(C)cc2)CCO1 (stereo not drawn)
→ -5	-3
50) O=C(Cc1cccs1)N1CCC(c2nc(-c3ccncc3)no2)C1 (stereo not drawn)
→ -4	-9
51) CCN1CCN(C(=O)c2sc3ncn(Cc4ccccc4F)c(=O)c3c2C)CC1
→ 2	-9
52) Fc1ccc(CSc2nnnn2-c2ccccc2)cc1
→ -59	-4
53) CN(C)c1cc(OC2CCN(C(=O)Cc3cccs3)C2)ncn1 (stereo not drawn)
→ 2	-2
54) COC(=O)c1cnc2nc(C)ccc2c1NCc1ccccc1
→ 6	-22
55) O=C(CC(=O)c1ccc(C(=O)CC(=O)c2ccccc2)cc1)c1ccccc1
→ 23	-10
56) O=C(CSc1ccccn1)Nc1ccc(F)cc1
→ -10	-4
57) CCOC(=O)N1CCN(C(=O)C(CC)c2ccccc2)CC1 (stereo not drawn)
→ 0	-7
58) Cc1ccc(NC(=O)COc2ccccc2)cc1[N+](=O)[O-]
→ 11	-3
59) CCC(=O)N1CCc2cc(Br)cc(S(=O)(=O)Nc3ccc(CC)cc3)c21
→ -1	-1
60) CCCCCNC(=O)C1CCN(c2ncccc2-c2nc(-c3ccccc3)no2)CC1
→ 1	2

Further records.
Values run as follows: mHTT-CaM PPI inh	Pf apPOL inh
61) CC1=NN(c2cc(Cl)cc(Cl)c2)C(=O)/C1=C/c1ccc(-c2ccc3c(c2)C(=O)OC3)o1
→ 4	1
62) COc1ccc(CCN2C(=O)CCC2(C)C(=O)NCc2ccccc2)cc1OC (stereo not drawn)
→ 2	1
63) O=C1OC(c2cccs2)=N/C1=C/c1cccc([N+](=O)[O-])c1
→ 5	-2
64) COc1ccc(NS(=O)(=O)c2ccc(NC(=O)Nc3ccc(Cl)cc3)cc2)cc1
→ 14	-2
65) COCCNC(=O)C1COC2(CCC(C)CC2)N1C(=O)c1ccccc1F (stereo not drawn)
→ -1	-1
66) O=C(Nc1ccc(S(=O)(=O)Nc2nccs2)cc1)C1COc2ccccc2O1 (stereo not drawn)
→ 4	-3
67) COc1cccc(OCCCOc2ccc([N+](=O)[O-])cc2Cl)c1
→ -32	7
68) CCOc1ccccc1NC(=O)CN1CCC2(CC1)N=C(c1ccc(OC)cc1)C(=O)N2
→ -8&14	-2&0
69) CCOc1ccc(NC(=O)N(C2CCCCC2)C(C)c2cccnc2)cc1 (stereo not drawn)
→ -3	-20
70) O=C(O)c1ccccc1CS(=O)c1ccccc1 (stereo not drawn)
→ nt	-2
71) CCOc1cccc2sc(NC(=O)c3ccc(OC)cc3)nc12
→ 3	10
72) O=C1C2N=NN(c3ccccc3)C2C(=O)N1c1ccc2c(c1)CCC2 (stereo not drawn)
→ -6	-1
73) CC1CCC(C(C)C)C(OCC(O)CN2CCCC(C)C2)C1 (stereo not drawn)
→ -5	3
74) Cc1ccc([N+](=O)[O-])cc1NC(=O)c1ccc(Cl)c(S(=O)(=O)N2CCOCC2)c1
→ 10	-11
75) CCC(=O)N1CCc2cc(Br)cc(S(=O)(=O)Nc3ccc(OC)cc3OC)c21
→ 10	-2
76) CC(C)(C)NC(=O)NCCC1CCCCN1S(=O)(=O)c1ccccc1 (stereo not drawn)
→ -14	0
77) COCCNC(=O)N(Cc1ccsc1)CC(F)(F)F
→ -17	-1
78) CN1c2ccc(Cl)cc2C(=O)NC12CCN(C(=O)Nc1ccc(F)cc1)CC2
→ 10	-8
79) CC(=O)NC(CCS(C)(=O)=O)C(=O)Nc1ccccc1Cl (stereo not drawn)
→ -2	-3
80) COC(=O)c1ccccc1NC(=O)N1CCC2(CC1)CC(=O)c1ccccc1O2
→ -1	3
81) COc1ccc(NCN2C(=O)c3cccc([N+](=O)[O-])c3C2=O)cc1
→ 6	22
82) CC(C)Oc1ccc(C(=O)Nc2cc(-c3nc4ncccc4o3)ccc2Cl)cc1
→ 6	-7
83) CNC(=O)N1CCCC(c2cccc(C(=O)NCc3ccc(C(F)(F)F)cc3)c2)C1 (stereo not drawn)
→ 64*	-7
84) CC(C)CCNC(=O)CNc1ccccc1-c1nc2ccccc2[nH]c1=O
→ -4	-9
85) CC1Cc2ccccc2N1c1ncnc2nc[nH]c12 (stereo not drawn)
→ 7	8
86) Cc1cccc(NC(=O)N2CCOCC2)c1C
→ -8	1
87) COc1ccc(-n2c(=O)c3c4c(sc3n3c(C)nnc23)CCCCC4)cc1
→ 3	-2
88) O=C(Nc1cccc2c1C(=O)c1ccccc1C2=O)c1cc(Cl)sc1Cl
→ 8	-3
89) Clc1cnc2nc(-c3ccccn3)[nH]c2c1
→ 8	nt
90) CC1(C(=O)NCc2cccc(F)c2)CCCN(C(=O)Cc2ccccc2)C1 (stereo not drawn)
→ 0	-1
91) CCCc1cc2c(=O)c(-c3ccccn3)c(C)oc2cc1OC
→ 0	-1
92) Cc1nnc(NC(=O)C(C)Oc2ccc(Cl)cc2Cl)s1 (stereo not drawn)
→ -4	-3
93) Cc1noc(COC2CCCN(C(=O)c3ccc(C#N)cc3)C2)n1 (stereo not drawn)
→ -3	2
94) CC1CCC(NC(=O)C2(C)CCC(=O)N2Cc2cccs2)CC1 (stereo not drawn)
→ -6	-5
95) COc1ccc(S(=O)(=O)Nc2ccccc2Cl)c2cccnc12
→ -3	-3
96) O=C1OC(c2cccc(I)c2)=N/C1=C\c1ccccc1Br
→ 0	0
97) Clc1ccc(-c2ccc(CNCc3ccco3)o2)c(Cl)c1
→ 1	-2
98) Cc1ccc(S(=O)(=O)N=S(C)c2ccc(C(F)(F)F)cn2)cc1 (stereo not drawn)
→ nt	2
99) c1cc(C(N2CCOCC2)N2CCOCC2)ccn1
→ nt	-14
100) O=C(Nc1cccn2cnnc12)c1ccc(C(F)(F)F)cc1
→ 2	-1

Pulled by structure from the list above:
Values run as follows: mHTT-CaM PPI inh	Pf apPOL inh
2) Cc1ccc(C(=O)N2CCc3sc(C(=O)N4CCN(c5ccccc5)CC4)cc3C2)cc1
→ 38	0
52) Fc1ccc(CSc2nnnn2-c2ccccc2)cc1
→ -59	-4
1) O=[N+]([O-])c1ccccc1S(=O)(=O)NCCC1=CCCCC1
→ 5	0
9) Clc1cccc(CN2CCc3nc(N4CCN(c5ccccc5)CC4)ncc3C2)c1
→ 25	2
17) CC(C)(C)c1ccc(C(=O)Nc2cccc(C(=O)O)c2)o1
→ -3	-4
90) CC1(C(=O)NCc2cccc(F)c2)CCCN(C(=O)Cc2ccccc2)C1 (stereo not drawn)
→ 0	-1

Continuation.
Values run as follows: mHTT-CaM PPI inh	Pf apPOL inh
101) O=C(NC1CCN(C(=O)C2CCC2)C1)c1ccccc1 (stereo not drawn)
→ 4	3
102) COc1cc(C=C2C(=O)NC(=O)NC2=O)cc(Cl)c1OCCOc1ccccc1C
→ -24	-3
103) N#Cc1cc2nc3ccccn3c2cc1C#N
→ -2	nt
104) CN(C=CC=C1C(c2ccccc2)=C(c2ccccc2)c2ccccc21)c1ccccc1
→ nt	9
105) CCCN1CCN(c2ccc(-c3nc(-c4ccccc4)no3)cn2)CC1
→ -1	0
106) Cc1cc(/C=C2\C(=O)NC(=O)N(c3ccccc3)C2=O)c(C)n1-c1cccc([N+](=O)[O-])c1
→ 59*	3
107) CC1(C)C2CCC1(CS(=O)(=O)N1CCCC1C(=O)O)C(=O)C2 (stereo not drawn)
→ -2	nt
108) Cc1cc(NS(=O)(=O)c2cccc([N+](=O)[O-])c2)ccc1O
→ -2	8
109) CCC(=O)N1CCCC(COc2ccc(C(=O)N3CCCCC3)cc2)C1 (stereo not drawn)
→ 2	-5
110) CC(C)c1nnc(C2CCN(C(=O)C3CCN(S(C)(=O)=O)CC3)CC2)o1
→ -12	-1
111) O=C(CCCCCn1c(=O)[nH]c2ccsc2c1=O)NCc1ccc(F)cc1
→ -3	-2
112) Cc1ccc(C2=C/C(=C\c3ccc(Cl)cc3)C(=O)O2)cc1
→ -2	8
113) O=C(CCCN1C(=O)c2cccnc2C1=O)NCC1COc2ccccc2O1 (stereo not drawn)
→ 12	-38
114) CCOCCCNS(=O)(=O)c1cc(C)c(Br)cc1C
→ -9	-8
115) Cn1cnnc1SCC(=O)Nc1ccc(Br)cc1C(F)(F)F
→ -5	-5
116) CCOCCCNC(=O)C(NC(=O)c1ccc(=O)[nH]c1)c1ccc(C)cc1 (stereo not drawn)
→ 0	2
117) CCN(CC)C(=O)c1cc2c(s1)CCC(C(=O)NC1CCCCC1)C2 (stereo not drawn)
→ -1	-2
118) CN1CCN(CCCOc2ccc(Cl)c(Cl)c2)CC1
→ 2	-5
119) CCCCN(C(=O)c1noc2c1CCCCC2)C1CCN(C(C)=O)CC1
→ -3	2
120) Fc1ccc(CN2CCN(c3ccccn3)CC2)cc1
→ -5	-1
121) O=C(COc1ccc(Cl)cc1Cl)NC1CC(=O)N(C2CC2)C1 (stereo not drawn)
→ -13	-14

Rows were taken by chance; any-hit rate near 3.6%.
